Screening data deposited in PubChem BioAssay by several laboratories.
KKLEB tox: cytotoxicity in KKLEB CF airway cells, primary screen, cytotoxicity control for CF NF-kB inhibitor project, cell-based, uHTS, fluorescence assay plates; KKLEB CF airway cells viability, ATPlite luminescence, overnight; stronger effect = lower value; cells stimulated with P. aeruginosa culture filtrate; activity change (cytotoxicity), % at 5 µM; 0.36% of 360,000 active;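 active = corrected activity change at or below -50% at 5 µM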
CF NFkB block: inhibitors of PAF-induced NF-kB signaling, primary screen, cell-based, GFP fluorescence, uHTS; KKLEB NF-kB-GFP reporter, GFP fluorescence overnight; inhibition, % at 5 µM; 0.86% of 360,000 active;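 active = at least 50% inhibition at 5 µM, scaled per plate between neutral and stimulator controls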;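 also: PAF is a Pseudomonas aeruginosa culture filtrate used as stimulus; plate controls were PAF-stimulated DMSO wells for no effect and unstimulated DMSO wells for full effect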
Vif inh: HIV Vif self-association inhibitors, primary screen, imaging, HEK293T, single point. 0.35% of 340,000 active. AID 602346, 2012. inhibition, % at 7.49 µM. HEK293T cells, Vif self-association by quenched fluorescence, 24 h; in the data active = inhibition above about 50%, passing the limit was not always enough; inconclusive = no clear call, values can overlap the other calls; inactive = below about 31%; also: some results filed as inactive read as strong as hits
TRPM1 prom inh: inhibitors of MITF-dependent TRPM1 promoter reporter, primary screen, cell-based, SK-MEL-5, single point, luciferase; 0.83% of 330,000 active; inhibition, % at 12.5 µM; SK-MEL-5 TRPM1 promoter luciferase, 24 h;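 active = mean inhibition across replicates of 60% or more, whatever share of single replicates reaches that level; inconclusive = some that reach 60%, reason not given; inactive = mean inhibition across replicates below 60%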; also: values of inactives mirror those of a sister screen read the other way
CaV13 ICDI inh: Primary screen for inhibitors of IQ motif and Ca2+-dependent inactivation inhibitor domain binding in CACNA1D, Förster resonance energy transfer in living cells, … | HEK cells, CFP/YFP FRET ICDI-IQ, plate reader, 10 min; percent FRET-ratio fall versus neutral wells | inhibition, % at 12.3 µM | 0.098% of 340,000 active | AID 743397;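 active = mean replicate inhibition of at least 30% and at least 1% of replicates passing that level; inconclusive = only one of the two criteria is met; inactive = neither criterion is met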;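 also: 0% = median of the neutral control wells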
NR2E3 ag-1: NR2E3 agonists in two-hybrid cells, primary screen, cell-based, luminescence, CHO-S, Gal4-NCOR/VP16-NR2E3; 0.35% of 360,000 active; AID 602229, 2012; inhibition of corepressor binding, % at 3.98 µM; luciferase; Photoreceptor-specific nuclear receptor (Homo sapiens), Q9Y5X4;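 active = inhibition above the mean of all tested compounds plus 3 SD, cut at about 70% in these data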;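 also: 0% = DMSO with NR2E3 transfected cells and 100% = cells lacking NR2E3 construct; higher means lower luciferase signal from less NR2E3 corepressor binding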
Target sequence (Q9Y5X4 whole entry, looked up, the tested form may be a part): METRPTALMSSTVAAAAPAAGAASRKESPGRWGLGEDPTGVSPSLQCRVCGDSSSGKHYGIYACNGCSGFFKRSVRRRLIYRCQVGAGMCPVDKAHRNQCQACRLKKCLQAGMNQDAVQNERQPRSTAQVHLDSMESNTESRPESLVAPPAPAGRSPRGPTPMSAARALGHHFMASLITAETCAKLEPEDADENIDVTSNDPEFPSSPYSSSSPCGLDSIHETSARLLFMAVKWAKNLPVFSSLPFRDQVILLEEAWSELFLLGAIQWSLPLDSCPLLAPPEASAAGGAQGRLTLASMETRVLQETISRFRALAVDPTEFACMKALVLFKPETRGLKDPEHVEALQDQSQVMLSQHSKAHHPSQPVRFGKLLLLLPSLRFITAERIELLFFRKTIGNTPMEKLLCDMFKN
Shn3 3UTR inh: reduction of Shn3 3'UTR firefly luciferase signal, primary screen, Schnurri-3 inhibitor project, cell-based, Clone20 osteoblasts, set 2. Clone20 osteoblast Shn3 3'UTR firefly luciferase, 24 h. inhibition, % at 12.5 µM. 0.52% of 360,000 active. AID 588674, 2011;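 active = mean inhibition of at least 75% with every replicate also reaching 75%; inconclusive = mean inhibition at least 75% but some replicate below; inactive = mean inhibition below 75%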;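 also: 0% = median of neutral control wells and 100% = pilot-screen positive control compound; some compounds past the cut are filed as inactive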
Peg3 prom inh: Peg3 promoter-driven luciferase inhibitors, primary screen, cell-based, HeLa, luciferase luminescence | HeLa PEG-Prom luciferase reporter, overnight | inhibition, % at 20 µM | 1.7% of 360,000 active | AID 588405, 2011;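 active = inhibition of at least 50% at 20 µM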
HIF-2a inh: HIF-2a reporter inhibitors, primary screen, luminescence, 786-0 RCC cells; 786-0 RCC cells HIF-2a reporter, luciferase luminescence, overnight; 0.72% of 360,000 active; inhibition, % at 18.8 µM;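 active = inhibition of the luminescence signal of 40% or more relative to plate controls, in a single-dose primary screen at 18.75 µM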
NR2E3 ag-2: inhibitors of NR2E3-RetCOR corepressor binding, primary screen, NR2E3 agonist project, biochemical, TR-FRET, GST-NR2E3, biotin-RetCOR; 0.12% of 320,000 active; AID 2300, 2010; inhibition of corepressor binding, % at 4.78 µM; Photoreceptor-specific nuclear receptor (Homo sapiens), Q9Y5X4; 1536-well;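 active = percent inhibition above the cutoff of mean plus 3 SD of all tested compounds, set per screening campaign, cut at about 20% in these data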;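 also: 0% = DMSO wells and 100% = biotin wells as full block of FRET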
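System: GST-tagged NR2E3 plus biotinylated RetCOR corepressor; Buffer or medium: pH 7.5 Tris-based buffer; Probe or stimulus: RetCOR corepressor, biotinylated, 7 nM; Doses: compound at 4.8 µM, single dose; Schedule: 5 h incubation at 4 °C; Technique: time-resolved FRET; Evaluation: percent inhibition of TR-FRET ratio; Replication: one well per compound, singlicate testing.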
PDI turbidity: inhibitors of human PDI, primary screen, biochemical, turbidity, single point, plate reader; 0.052% of 350,000 active; PDI insulin aggregation turbidity, A650, 90 min; Protein disulfide-isomerase (Homo sapiens), P07237; inhibition, % at 10 µM;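 active = mean inhibition across replicates of 30% or more, whatever share of single replicates reach that level; inconclusive = mean inhibition below 30% while every single replicate reaches 30%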;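 also: absorbance from insulin aggregation driven by PDI reduction with DTT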
Target sequence (P07237 whole entry, looked up): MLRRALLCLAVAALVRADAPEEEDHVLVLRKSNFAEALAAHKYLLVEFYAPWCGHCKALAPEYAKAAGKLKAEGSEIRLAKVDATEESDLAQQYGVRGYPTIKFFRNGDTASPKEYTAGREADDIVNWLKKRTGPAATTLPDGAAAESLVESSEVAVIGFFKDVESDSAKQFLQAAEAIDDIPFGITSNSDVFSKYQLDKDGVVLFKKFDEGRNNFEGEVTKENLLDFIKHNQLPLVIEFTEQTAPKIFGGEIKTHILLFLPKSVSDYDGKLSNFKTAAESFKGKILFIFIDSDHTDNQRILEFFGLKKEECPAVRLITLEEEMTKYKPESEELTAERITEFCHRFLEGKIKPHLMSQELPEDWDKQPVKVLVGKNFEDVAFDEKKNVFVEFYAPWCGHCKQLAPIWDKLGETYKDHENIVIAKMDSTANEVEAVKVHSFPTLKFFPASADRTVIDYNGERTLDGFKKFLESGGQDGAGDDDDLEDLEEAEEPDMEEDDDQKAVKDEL
An asterisk follows results filed as active; ? = inconclusive; / = no result given. Hits appear at their usual frequency, and some 3.3% of all compounds hit somewhere here.

SMILES	KKLEB tox	CF NFkB block	Vif inh	TRPM1 prom inh	CaV13 ICDI inh	NR2E3 ag-1	Shn3 3UTR inh	Peg3 prom inh	HIF-2a inh	NR2E3 ag-2	PDI turbidity
Cc1c(C#N)c2ccccc2n1CC(=O)N1CCCC1	4	-13	1	4	-5	1	-27	8	9	1	-1
COCCNC(=S)N1CCc2cc(OC)c(OC)cc2C1COc1ccc(C(C)C)cc1 (configuration not stated)	-1	18	10	10	-2	4	6	14	11	-1	13
O=C(O)CCCn1cc(NC(=O)c2cccc(F)c2)cn1	6	-13	0	-2	-6	-15	-16	-5	16	-2	1
Nn1c(Cc2cccc3ccccc23)nnc1SCC(=O)NCC1CCCO1 (configuration not stated)	-4	7	-10	10	-5	15	-14	3	5	-2	3
Cc1sc(N2C(=O)C3C4C=CC(C4)C3C2=O)c(C#N)c1C (configuration not stated)	5	1	-4	10	-19	-16	15	-1	12	-1	-2
Cc1ccccc1C(=O)N1CCC(C(=O)N(C)CC(=O)Nc2cccc(F)c2)CC1	-1	-21	-3	-9	-3	-22	-38	-16	12	3	-6
Cc1nc2nc[nH]n2c(=O)c1CCOC(=O)c1c(F)cccc1F	-7	26	-4	1	-7	-26	-45	9	17	2	3
CCc1cccc(NS(=O)(=O)c2ccc3c(c2)N(C)CCO3)c1	10	-21	?	13	-3	45	76	12	14	2	11
COc1ccccc1NC(=O)CSc1nnc(Cc2cccs2)n1C	1	4	-1	8	-6	-8	-3	6	0	3	-3
Cc1c(C(=O)OCC(=O)N(C)Cc2ccc(Cl)cc2)oc2ccccc12	3	8	-6	-14	-3	22	-9	9	-16	-2	2
OCc1ccccc1SSc1ccccc1CO	10	-29	-4	/	-5	-22	/	16	29	-12	-2
CCOCCCNS(=O)(=O)c1ccc(NC(=O)c2ccc([N+](=O)[O-])cc2Cl)cc1	0	12	-8	2	-16	-11	6	13	10	2	2
O=C(NCCN1C(=O)S/C(=C\c2cccnc2)C1=O)C1=NN(c2ccccc2)C(=O)CC1	11	2	0	0	5	-60	-6	8	8	1	-2
O=C(NNC(=O)c1ccc([N+](=O)[O-])cc1C(=O)O)c1ccncc1	1	-2	-4	2	-4	-14	10	-4	8	-3	14
CCCCC(CCC(=O)O)(C(=O)OCC)c1csc(N)n1 (configuration not stated)	-1	8	-6	4	/	-9	-17	3	11	-1	1
O=C(NCC1CCCO1)c1cc(-c2ccncc2)nc2ccc(S(=O)(=O)N3CCOCC3)cc12 (configuration not stated)	-2	-7	-1	-1	/	1	-2	15	10	-1	2
COc1cc(Cl)ccc1OCc1cc(C(=O)N2CC[C@@H]3CCCC[C@H]3C2)no1	-3	18	19	-84	-7	-63	-30	-290	-252	-3	-3
CC(C)(C)c1ccc(S(=O)(=O)NCC(=O)N2CCCC2)cc1	6	2	0	10	-20	2	3	15	11	-1	-2
CCOC(=O)CN(C(=O)Cn1nnc(-c2ccc(C)cc2)n1)C(CC)C(=O)NC1CCCC1 (configuration not stated)	-3	-10	-7	6	-4	3	-28	10	14	0	0
CCc1ccc(N(CC(=O)Nc2ccc(NC(C)=O)cc2)S(=O)(=O)c2ccccc2)cc1	6	-36	/	-7	-3	6	9	12	19	-3	16

Next part (two carried over from the part before).
SMILES	KKLEB tox	CF NFkB block	Vif inh	TRPM1 prom inh	CaV13 ICDI inh	NR2E3 ag-1	Shn3 3UTR inh	Peg3 prom inh	HIF-2a inh	NR2E3 ag-2	PDI turbidity
CCOC(=O)CN(C(=O)Cn1nnc(-c2ccc(C)cc2)n1)C(CC)C(=O)NC1CCCC1 (configuration not stated)	-3	-10	-7	6	-4	3	-28	10	14	0	0
CCc1ccc(N(CC(=O)Nc2ccc(NC(C)=O)cc2)S(=O)(=O)c2ccccc2)cc1	6	-36	/	-7	-3	6	9	12	19	-3	16
Cc1[nH]c2ccc(-c3nnc(SCC(=O)NCc4ccco4)n3Cc3ccccc3)cc2c1C	-8	10	-13	9	/	-10	6	29	15	-2	-4
O=C(CO/N=C/c1ccc(OC(F)F)cc1)NCc1ccco1	15	-9	-4	-1	4	8	-3	-11	11	1	-3
Cn1c(NCCCN2CCOCC2)nc2c1c(=O)n(Cc1ccc(Cl)c(Cl)c1)c(=O)n2C	-23	20	?	6	-5	14	7	23	29	0	-2
Cn1c(NCCOc2ccccc2)nc2cc(-c3ccc(F)cc3)sc2c1=O	13	-3	-4	/	-5	-12	5	-5	-39	/	9
CCCCCCN1C[C@@H](n2cc(-c3ccc(F)cc3)nn2)[C@H](O)C[C@@H]1c1ccc(OC)cc1	-2	-16	-9	/	-5	-16	31	61*	-27	/	-12
CCOc1ccccc1NC(=S)NC(=O)C1CCCCC1	8	-7	-5	1	-5	-4	17	36	1	4	11
CN(C)c1nc(NCc2ccccc2)nc(Oc2ccc(=O)[nH]n2)n1	-6	-7	8	10	-4	-12	11	-4	-8	-3	-2
O=S(=O)(c1ccc(N2CCN(CCO)CC2)nc1)N1CCCCC1	9	-11	13	-10	-5	-3	-25	17	0	0	-3
Cc1nc(-c2ccc3c(c2)OCCO3)cs1	-1	9	-7	-30	-19	-110	-57	-227	-196	-2	0
O=C(Nc1nc2ccccc2s1)C1CCN(C(=O)c2ccco2)CC1	5	-6	2	9	-2	-22	7	-23	-28	1	-1
O=C(c1ccco1)N1CCN(c2cccc(Cl)c2)CC1	2	4	/	-46	-7	-51	-23	-93	-178	0	-10
COc1ccc(NC(=O)c2cc(CC(C)C)on2)cc1OC	0	-25	5	/	10	-32	-13	-126	-182	0	/
Cc1ccc(-c2nc(CS(=O)CC(=O)NCCCN3CCN(Cc4ccccc4)CC3)c(C)o2)cc1 (configuration not stated)	12	-16	-11	26	-2	44	69	-10	-2	1	1
COc1ccc(-c2cncc3nccn23)cc1OC	-9	10	4	/	-7	-22	-28	0	23	/	-20
CC1CCC2(CC1)NC(=O)N(CC(=O)c1ccc3c(c1)OCO3)C2=O (configuration not stated)	14	-5	/	-1	-10	-24	-27	-35	-9	2	2
COc1cc(/C(=C/c2ccccc2)c2ccccc2)c2c(c1)oc1ccccc12	1	-2	/	2	-14	-30	0	15	8	2	-7
Cn1cccc1Cc1nnc(SCC(=O)NCc2ccccc2)n1-c1ccc(F)cc1	8	0	22	0	-12	-29	13	6	10	0	/
Cc1cc(C)c(C)c(S(=O)(=O)N2CCN(C(=S)NCC3CCCO3)CC2)c1C (configuration not stated)	-11	10	0	14	-3	13	11	34	13	0	-26
COc1ccc(C2OCC3(O)C(c4ccc(OC)c(OC)c4)OCC23)cc1OC (configuration not stated)	12	-19	?	-2	/	9	8	5	11	-2	/
C/C(=N\O)C1CC(CC(=O)O)C1(C)C (configuration not stated)	6	7	-1	-6	-5	-12	-28	4	8	0	-6

Next section (four carried over from the part before).
SMILES	KKLEB tox	CF NFkB block	Vif inh	TRPM1 prom inh	CaV13 ICDI inh	NR2E3 ag-1	Shn3 3UTR inh	Peg3 prom inh	HIF-2a inh	NR2E3 ag-2	PDI turbidity
Cn1cccc1Cc1nnc(SCC(=O)NCc2ccccc2)n1-c1ccc(F)cc1	8	0	22	0	-12	-29	13	6	10	0	/
Cc1cc(C)c(C)c(S(=O)(=O)N2CCN(C(=S)NCC3CCCO3)CC2)c1C (configuration not stated)	-11	10	0	14	-3	13	11	34	13	0	-26
COc1ccc(C2OCC3(O)C(c4ccc(OC)c(OC)c4)OCC23)cc1OC (configuration not stated)	12	-19	?	-2	/	9	8	5	11	-2	/
C/C(=N\O)C1CC(CC(=O)O)C1(C)C (configuration not stated)	6	7	-1	-6	-5	-12	-28	4	8	0	-6
Cc1cc(C)c(O)c(-c2n[nH]c3c2C(c2cccc(O)c2)N(Cc2ccco2)C3=O)c1 (configuration not stated)	13	6	1	14	-6	-32	1	30	30	2	8
COc1ccc2c(c1)c(/C=N/Nc1nc3ccccc3[nH]1)c(C)n2C	13	-44	-4	4	-4	-42	/	15	-35	-10	-3
O=S(=O)(c1cccc(-c2cn3ccccc3n2)c1)N1CCCCC1	-11	5	8	8	-7	-8	20	-19	-33	1	-12
Cc1ccc(S(=O)(=O)NN2C(=O)/C(=C/c3cccnc3)SC2=S)cc1	2	11	0	8	-5	-12	13	20	3	-2	-2
Cc1ccc(Cn2ccc(NC(=O)c3nn(C)cc3Cl)n2)cc1	13	-10	4	-34	/	-30	-73	-128	-177	3	-6
CCOc1ccccc1C1C(C(N)=O)=C(C)Nc2nc(CCCO)nn21 (configuration not stated)	4	-17	0	-5	-12	34	-2	14	11	3	/
N#Cc1nnn(-c2ccc(Cl)cc2)c1N	-16	-10	-3	7	/	-41	-7	-2	11	-2	-4
Cc1cc2c(cc1S(=O)(=O)N1CCCC1)n(C)c(=O)c(=O)n2C	-1	-5	-3	-8	-6	-20	1	-7	13	-1	/

Record cards, as listed above.
Record of COCCNC(=S)N1CCc2cc(OC)c(OC)cc2C1COc1ccc(C(C)C)cc1 (configuration not stated) : KKLEB tox = -1; CF NFkB block = 18; Vif inh = 10; TRPM1 prom inh = 10; CaV13 ICDI inh = -2; NR2E3 ag-1 = 4; Shn3 3UTR inh = 6; Peg3 prom inh = 14; HIF-2a inh = 11; NR2E3 ag-2 = -1; PDI turbidity = 13
Record of COc1ccccc1NC(=O)CSc1nnc(Cc2cccs2)n1C : KKLEB tox = 1; CF NFkB block = 4; Vif inh = -1; TRPM1 prom inh = 8; CaV13 ICDI inh = -6; NR2E3 ag-1 = -8; Shn3 3UTR inh = -3; Peg3 prom inh = 6; HIF-2a inh = 0; NR2E3 ag-2 = 3; PDI turbidity = -3
